Bioassay records as filed in PubChem.
LGR2 inh – inhibitors of bursicon-induced LGR2 CRE-luciferase signal, primary screen, cell-based, HEK293, CRE-luciferase reporter, bursicon stimulation | 0.35% of 380,000 active | inhibition, % at 9.99 µM | Drosophila bursicon receptor LGR2 (rickets) | AID 720647, 2013 | bursicon-stimulated, 4 h;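 active = drop in luminescence signal, shown as inhibition above about 50% in the replicate tests, limit read from the data, passing the limit was not always enough; inconclusive = probably only some replicates passing the limit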;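 note: agonist challenge used bursicon conditioned medium at about half maximal strength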
Cneo AK release – Cryptococcus neoformans cell lysis inducers, primary screen, AK release luminescence, single concentration; lysis activity, % at 15 µM; C. neoformans lysis, adenylate kinase release luminescence, 4 h; normalised: neutral wells 0, clomiphene wells 100; 0.2% of 360,000 active;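 active = mean lysis activity across replicates of at least 80%, whatever share of replicates individually reach that level; inactive = mean lysis activity below 80%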
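Test system: log-phase Cryptococcus neoformans yeast cells. Input: 5 × 10^6 yeast cells/mL. Medium: fresh YPD growth medium. Doses: single dose. Incubation: static 4 h at 37 °C with compound, 1 h detection. Measured by: luminescent adenylate kinase detection reagent. Read-out: signal increase indicating cell lysis. Benchmarks: Clomiphene.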
PAX8 inh HTS – inhibitors of PAX8-driven TPO luciferase reporter, primary screen, RMG-I cells, single concentration | 1.2% of 360,000 active | SteadyGlo, 24 h | inhibition, % at 12.6 µM | AID 652154, 2013;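 active = mean replicate inhibition at least 60% with every replicate also reaching 60%; inconclusive = only one of the two criteria is met; inactive = mean below 60% and not all replicates reaching 60%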;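 note: luciferase light reporting Pax8 driven TPO promoter activity; plate controls were median of neutral control wells for no effect and mitoxantrone controls for full effect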
PGC1a acetyl inh – inhibitors of PGC1a acetylation signal, primary screen, cell-based, U2OS, AlphaScreen, inhibitor mode; AID 651687, 2012; AlphaScreen anti-acetyl-lysine; with virally co-expressed GCN5 acetyltransferase; inhibition, % at 15.6 µM; 0.17% of 350,000 active;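 active = every replicate shows inhibition of at least 40%; inconclusive = mean inhibition at least 40% but some replicate below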;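 note: 0% = neutral control wells and 100% = positive control wells; some results beyond the cut were filed as inactive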
CASP6 VEID inh – human caspase-6 inhibitors, primary screen, biochemical, VEID-R110 fluorescence, single point, set 2. P55212. purified caspase-6, Z-VEID-R110 cleavage fluorescence. inhibition, % at 12.5 µM. 0.53% of 350,000 active;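 active = mean inhibition across replicates at least about 35%, with every replicate also reaching that limit, limit read from the data; inconclusive = only one of the two criteria met; inactive = neither criterion met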;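 note: 0% = median of neutral control wells and 100% = no fluorescence left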
Target sequence (P55212 24-179 limits assumed): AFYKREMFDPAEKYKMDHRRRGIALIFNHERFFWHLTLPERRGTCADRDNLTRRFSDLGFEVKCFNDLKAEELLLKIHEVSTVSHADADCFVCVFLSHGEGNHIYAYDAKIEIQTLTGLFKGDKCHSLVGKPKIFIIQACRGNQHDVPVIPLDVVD
Target sequence (P55212 194-293 limits assumed): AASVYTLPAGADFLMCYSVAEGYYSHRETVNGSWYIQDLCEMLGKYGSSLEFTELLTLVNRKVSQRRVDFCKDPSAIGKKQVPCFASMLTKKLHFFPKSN
miR-122 sensor – miR-122 Renilla sensor signal increase in Huh7, primary screen, miR-122 inhibitor project, cell-based, single point, plate reader. Huh7 miR-122 Renilla luciferase sensor, 48 h; neutral wells = 0, positive control = 100. activation (reporter increase), % at 12.5 µM. 0.3% of 340,000 active;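 active = mean replicate activation score at least 90 and every replicate individually at or above 90; inconclusive = only one of the two criteria met; inactive = neither criterion met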;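 note: higher luciferase means less miR-122 activity so hits act as miR-122 inhibitors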
EWS-Fli inh – EWS/Fli-driven NR0B1 reporter inhibitors, primary screen, A673 cells, NR0B1 luciferase, luminescence, MLPCN library. viability-normalised. 0.67% of 350,000 active. inhibition, % at 12.6 µM;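 active = mean inhibition of at least 50% after viability correction, with every replicate also passing that limit; inconclusive = mean reaches 50% but only one of two replicates passes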;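 note: firefly luciferase signal divided by Alamar Blue viability fluorescence both relative to DMSO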
FN deposit inh – inhibitors of fibronectin matrix deposition, primary screen, AH1F cells, Alexa488-fibronectin fluorescence, plate reader; inhibition, % at 12.6 µM; 0.086% of 350,000 active; AH1F fibroblasts, overnight;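 active = mean inhibition across replicates of 30% or more, regardless of how many single replicates reach that level; inconclusive = mean under 30% yet at least half of replicates reach 30%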;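 note: positive control wells lacked labelled fibronectin entirely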
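Test system: AH1F fibroblast monolayer depositing Alexa488-labelled fibronectin into matrix. Input: 10000 cells per well. Technique: fluorescence, ex 485 nm, em 525 nm. Buffer or medium: DMEM plus 2% serum, read in PBS. Timing: 1 h cell adhesion before compound, then overnight fibronectin incubation. Compound: single dose, pinned. Read-out basis: inhibition from reduced deposited-fibronectin fluorescence.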
An asterisk follows results filed as active; ? = inconclusive; · = not tested or not shown; [ ] = remark or other dose.

SMILES | CASP6 VEID inh | Cneo AK release | PGC1a acetyl inh | EWS-Fli inh | miR-122 sensor | PAX8 inh HTS | FN deposit inh | LGR2 inh
Cc1cc(=O)n2[nH]c(SCc3ccc(Cl)cc3)nc2n1 | -4.6 | -0.8 | 4.0 | 15.3 | · | 4.6 | -6.1 | ·
Nc1cc(=O)[nH]c(SCC(=O)NC2CCCCCCC2)n1 | 0.9 | 1.6 | -0.8 | -2.4 | · | 16.0 | -4.6 | ·
O=C(Nc1cccc(O)c1)c1cccc(S(=O)(=O)N2CCCCCC2)c1 | 0.0 | -1.6 | -6.9 | -34.9 | 7.1 | -25.9 | 6.5 | -16.6
COc1ccc(S(=O)(=O)NNC(=O)C2CC(c3cccnc3)=NO2)cc1 (configuration not stated) | 3.0 | · | 7.2 | 7.3 | -3.7 | 6.7 | 4.1 | -22.3
COCCCNC(=O)Cn1nnc(-c2ccc(NC(=O)c3ccccc3F)cc2)n1 | · | -4.2 | 3.5 | · | -5.1 | · | · | 4.1
O=C(CC1c2cc(F)ccc2C=C(c2ccsc2)N1c1ccc(C#CCCO)cc1)c1ccco1 (configuration not stated) | -1.8 | · | · | 6.2 | · | 21.0 | -15.0 | -13.2
O=C(CCCn1c(=S)[nH]c2ccccc2c1=O)NC1CCCCC1 | · | 2.8 | · | · | -15.8 | 1.9 | -29.9 | ·
COc1ccc(NCC(=O)N/N=C2\CCc3ccccc32)cc1 | 2.1 | · | · | -21.0 | · | 6.9 | -2.5 | -26.4
CCCCCCCCn1cnc2c(N)c(C)c(C)cc21 | 8.2 | -1.7 | -3.8 | ? | -11.8 | · | · | ·
Cc1c(C(=O)NN)nn(-c2ccc(Cl)cc2)c(=O)c1C#N | 1.7 | · | -1.7 | 24.9 | · | -1.8 | -7.6 | 14.7
CCC(=O)N(C)C[C@@H]1Oc2cc(-c3cccc(OC)c3)ccc2S(=O)(=O)N([C@H](C)CO)C[C@@H]1C | 0.1 | 4.6 | 5.5 | -12.9 | 6.0[16.7 µM] | · | -6.7 | -6.0
CC1=C(C#N)c2nc(N)c(C#N)c(C)c2/C1=C\c1ccc(-c2ccccc2C(=O)O)o1 | 53.6* | · | 23.5 | -25.4 | · | -49.5 | -1.2 | 26.5
Cc1ccc(C(=O)N[C@H](C(=O)Nc2cc(Cl)cc(Cl)c2)C(C)C)cc1 | · | 1.4 | 1.1 | · | 2.0 | -4.5 | 3.1 | 11.4
CC(OC(=O)CNC(=O)c1ccc(Cl)c([N+](=O)[O-])c1)C(=O)NCc1ccco1 (configuration not stated) | 10.0 | · | 0.4 | 12.6 | 1.0 | 2.9 | -1.6 | -8.1
COc1ccc(-n2c(=S)[nH]c3ccccc3c2=S)cc1 | 1.7 | 4.2 | -9.3 | 7.5 | 36.4 | 5.8 | -9.0 | -4.3
C[C@@H]1CN([C@@H](C)CO)C(=O)c2cc(NC(=O)CCC(F)(F)F)ccc2O[C@@H](C)CCCCO[C@H]1CN(C)Cc1ccc(C(F)(F)F)cc1 | 6.7 | -3.4 | -0.6 | 9.5 | -18.6[16.7 µM] | 75.4* | · | 7.1
Cc1nn2c(NCCN(C)C)c3c(nc2c1-c1ccccc1)CCC3 | 4.7 | 5.2 | -13.2 | 9.8 | -3.8 | 2.7 | -4.3 | ·
C[C@@H]1CN([C@H](C)CO)C(=O)c2cc(NC(=O)Cc3cn(C)c4ccccc34)ccc2O[C@@H]1CN(C)CC1CCCCC1 | -1.3 | 4.0 | -17.2 | -0.4 | -6.9[16.7 µM] | · | · | -4.3
Cc1nn(CCCC(=O)NCc2ccccc2)c(=O)c2nccn12 | 0.3 | 2.2 | -7.9 | -6.9 | 0.4 | 13.7 | 6.7 | -17.2
CCSc1cc(C)nc2c(-c3ccc(Cl)cc3)c(C)nn12 | -5.9 | 1.0 | -1.1 | 5.3 | 0.0 | · | · | 28.4
NC(=NC(=O)c1ccc(Cl)cc1)N1N=CCC1c1ccccc1 (configuration not stated) | -2.8 | -0.5 | -4.3 | 7.5 | 7.4 | -10.6 | 0.7 | -12.6
CCC(=O)N(C)C[C@@H]1[C@@H](c2ccc(-c3ccccc3F)cc2)[C@H](CO)N1C(C)=O | 6.3 | -3.2 | 3.5 | 9.7 | 8.3[16.7 µM] | -21.4 | 4.9 | 8.1
CN(CC(=O)NCc1ccc2c(c1)OCO2)S(=O)(=O)c1ccc(Br)s1 | · | 4.5 | -7.2 | · | 9.1 | · | · | 4.5
FC(F)(F)c1cc(C(F)(F)F)c2ccc(N3CCN(c4ccc(Cl)cc4)CC3)nc2n1 | · | 0.3 | 19.0 | · | -3.8 | 10.5 | 1.3 | ·
Cc1noc(C(=O)N2CCN(c3ccc(F)cc3)CC2)c1Cl | -2.1 | -0.7 | -0.2 | -9.2 | 10.7 | 11.4 | -2.2 | 4.6
CCCc1nnc(SCC(=O)Nc2cccc(C(F)(F)F)c2)o1 | 3.8 | · | · | 9.6 | -0.3 | 1.5 | 0.7 | 10.3
COc1cc(/C=C2\C(C)=C(C#N)c3nc(N)c(C#N)c(C)c32)ccc1OCC(=O)O | 16.8 | -0.3 | 1.3 | 3.1 | -0.7 | 10.8 | 3.3 | 8.5
COc1ccc(CC(=O)OCc2nnc(C3COc4ccccc4O3)o2)cc1OC (configuration not stated) | · | -2.3 | -11.0 | · | 4.6 | 1.7 | -2.1 | ·
Cc1ccc2c(c1)c(-c1ccccc1)nc1nnnn12 | 1.3 | -0.6 | 2.6 | 6.5 | -7.9 | 5.5 | 2.1 | -11.9
O=S(=O)(c1ccc(Cl)cc1)c1cc(O)ccc1O | 10.8 | -0.2 | · | 40.6 | · | 17.6 | 27.1 | 6.9
COc1cc(OC)c(C2=NOC(C(=O)NCCc3ccccc3)C2)cc1Cl (configuration not stated) | · | -1.4 | 2.4 | · | -5.4 | · | 4.0 | -5.0
CC(C)COC(=O)c1nnsc1NC(=O)Nc1ccccc1 | · | -0.3 | 6.1 | · | 1.3 | · | -1.6 | ·
O=C(OCc1ccccc1Cl)c1cc([N+](=O)[O-])ccc1N1CCOCC1 | 2.8 | -1.0 | · | 7.0 | 2.1 | 8.3 | 0.2 | -15.5
CC1Cc2cc(/C(O)=C3/C(=O)C(=O)N(CCCN4CCOCC4)C3c3ccc(C(C)C)cc3)ccc2O1 (configuration not stated) | 3.0 | 0.1 | 4.7 | · | -7.2 | -13.5 | 2.0 | -9.1
CC(C)C(=O)Nc1cccc(NC(=S)NC(=O)c2cccs2)c1 | -1.1 | -3.5 | -3.2 | -57.4 | 3.8 | -158.2 | -2.5 | -22.5
CCC(=O)Nc1ccc2c(c1)C(=O)N(C)C[C@H](OC)[C@@H](C)CN(Cc1ccccn1)[C@H](C)CO2 | 0.5 | -3.0 | 4.0 | -2.1 | 21.2[16.7 µM] | 3.3 | 4.5 | 18.6
CN1C(=O)c2cc(NC(=O)Nc3ccccc3)ccc2OC[C@H]2O[C@H](CC(=O)NC3CCC3)CC[C@@H]21 | -0.6 | -8.0 | -14.0 | 7.0 | 0.4[16.7 µM] | 9.1 | -2.0 | -31.4
COc1cccc(-c2ccc([C@H]3[C@@H](CO)N4CCCCN(C(=O)c5ccc(F)cc5)C[C@H]34)cc2)c1 | -2.0 | 2.4 | -21.6 | -5.4 | 0.7[16.7 µM] | 14.1 | · | -4.4
CCN(CC)S(=O)(=O)c1cc(C(=O)O)ccc1Cl | · | -0.6 | 6.2 | · | -2.6 | · | -2.0 | ·
CCOC(=O)c1c(NC(=O)COC(=O)Cc2n[nH]c(=O)c3ccccc23)sc(C(=O)NC)c1C | 0.4 | 0.1 | -5.2 | 9.3 | 12.6 | 5.4 | 1.9 | 4.0
O=C(CCn1c(=O)oc2ccccc21)N1CCCCCC1 | · | -0.1 | -0.5 | · | -10.7 | -22.1 | -4.7 | ·
CC(C)c1ccc(C(=O)NCCCNC(=O)c2cnccn2)cc1 | -1.9 | -1.1 | 7.0 | -14.9 | -3.8 | -2.3 | 6.5 | 6.0
COc1ccc(NC(=O)Cn2nnc(-c3ccccc3N)n2)cc1OC | -0.7 | -0.7 | 11.6 | · | -7.7 | · | · | -5.8
CCN(CC)C(=O)/C(=C/c1cn(S(=O)(=O)N(C)C)c2ccccc12)NC(=O)c1ccc(OC)cc1 | 0.6 | · | -15.6 | 16.8 | · | 9.4 | 1.1 | 0.7
CCN(CCn1cccn1)C(=O)CC1C(=O)NCCN1CCc1ccccc1 (configuration not stated) | -4.5 | -1.7 | 5.9 | -0.4 | -11.3 | 15.0 | -10.9 | -20.6
Cc1cc(C)nc(NC(=S)Nc2ccccc2)n1 | -0.3 | · | ? | -15.4 | -2.4 | 3.6 | 6.8 | -21.1
Cc1ccc(CN2C(=O)C(=O)N(CC(N)=O)C2=O)cc1 | -1.4 | 1.5 | 5.3 | 10.1 | -6.2 | 5.1 | 2.7 | 17.8
Cc1nn(CC(=O)N(C)Cc2ccccc2)c(=O)c2cccn12 | -1.3 | 5.3 | 14.4 | · | -0.5 | 16.3 | 2.0 | 6.0
C[C@@H]1CCCCO[C@H](CN(C)Cc2ccc(C(F)(F)F)cc2)[C@H](C)CN([C@H](C)CO)C(=O)c2cc(NS(=O)(=O)c3cccs3)ccc2O1 | -0.5 | -0.2 | -12.8 | 18.7 | -13.1[16.7 µM] | 99.3* | · | 4.2
O=C(NCCCN1CCCC1=O)Nc1ccc(Cl)cc1 | · | 1.4 | 21.3 | · | -6.2 | · | 3.6 | 7.0
CSc1nc(NCc2ccco2)c2ccccc2n1 | · | 2.0 | -48.1 | · | -1.7 | · | 23.3 | ·
C[C@@H]1CN([C@H](C)CO)S(=O)(=O)c2ccc(C#CC3CC3)cc2O[C@@H]1CN(C)C(=O)c1cnccn1 | 3.5 | -1.1 | -7.5 | -4.2 | -24.9[16.7 µM] | · | · | -29.2
COc1ccccc1C1Nc2ccccc2NC2=C1C(=O)CC(C)(C)C2 (configuration not stated) | 5.2 | -4.2 | 12.0 | -0.9 | -2.0 | -4.8 | -1.8 | 5.6
CC(=O)N1c2ccc(S(=O)(=O)NCCC(=O)NCCc3cccc(C)c3)cc2CC1C (configuration not stated) | -0.3 | -0.7 | -4.4 | · | 6.5 | -10.1 | -5.6 | -7.0
Cc1ccc(S(=O)(=O)N[C@@H]2C=C[C@H](CC(=O)NCc3ccccc3F)O[C@@H]2CO)cc1 | -1.5 | -20.0 | -10.4 | 2.0 | 23.3[16.7 µM] | 4.7 | · | -11.6
